Bioassay records deposited in PubChem BioAssay by several laboratories.
HTR5A inv ctr: counter-screen for OPRM1-OPRD1 inverse agonists: human HTR5A inverse agonism; P47898; HTR5A cell line, luminescence; inhibition, % at 9.3 µM; 0.083% of 340,000 active; in the data active = inhibition mostly above about 23%, no sharp cut-off; inactive = mostly below about 18%;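 note: 0% = cells with DMSO and 100% = no-cell wells with DMSO; some compounds called inactive have numbers as strong as hits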
CDK5 inh: inhibitors of human CDK5/p35 kinase | Q00535+Q15078 | 0.01% of 330,000 active | Recombinant CDK5/p35, ADP-Glo luminescence, 60 min | inhibition, % at 10 µM;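 active = highest replicate inhibition of at least 50% and at least 75% of replicates reaching 50%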;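 note: plate controls were DMSO neutral control for no effect and GW8510 at 10 µM for full effect; many of its hits are not listed in these tables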
AddAB inh: less growth of phage-infected E. coli with AddAB; inhibition, % at 11.9 µM; 0.29% of 330,000 active; E. coli expressing H. pylori AddAB, absorbance growth; in the data active = inhibition above about 12%;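 note: 0% = vehicle wells of infected cells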
phage Ecoli inh: E. coli growth loss with phage present; growth absorbance; inhibition, % at 11.9 µM; 0.26% of 360,000 active; in the data active = inhibition above about 11%
SUMO Mot1 rescue: blocks SUMOylation pathway, rescuing yeast Mot1-301 growth; S. cerevisiae Mot1-301 growth rescue, ATP luminescence, 38.5C; percent above DMSO median, 100 means doubled; growth rescue, % at 18.8 µM; 1% of 320,000 active; AID 2716;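 active = every valid replicate shows activation above 250% relative to neutral control wells; inactive = the rest, any valid replicate at or below 250%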;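 note: OY570 slx delta 5 strain wells were the positive control but not used for scaling; some compounds called inactive have numbers as strong as hits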
Tat export inh: E. coli Tat transport inhibition; inhibition, % at 10 µM; 0.036% of 340,000 active; E. coli MC4100 TorA-mCherry Tat export, fluorescence; AID 488895;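 active = mean replicate inhibition at least 50% and at least half of replicates individually reaching 50%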;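 note: exported cargo escapes ClpAP degradation while cytoplasmic cargo is degraded and loses fluorescence; 0% = median of neutral control wells and 100% = median of NaSCN control wells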
HTR5A ag: counter-screen for OPRM1-OPRD1 agonists: human HTR5A agonism; P47898; HTR5A agonist assay, luminescence, cell-based; activation, % at 9.3 µM; 0.61% of 340,000 active; AID 504692; in the data active = activation mostly above about 9.5%, no sharp cut-off; inactive = mostly below about 7.6%;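 note: 0% = cells with vehicle only and 100% = reference agonist; strong numbers were not always called active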
PKA-R1A act: PKA-R1A complex activation; P00514+P68181; PKA-R1A dissociation, Cy5-IP20 fluorescence polarization; scaled: DMSO 0%, 113 µM cGMP 100%; activation, % at 11.4 µM; 0.083% of 340,000 active; AID 504707;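 active = percent activation above the mean of all tested compounds plus 3 SD, cut at about 19% in these data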;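 note: higher means more PKAc released from R1A so a rise in polarization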
Ecoli viability: counter-screen for AddAB inhibitors: E. coli growth inhibition | E. coli V3065 growth, OD600 absorbance, 18 h | inhibition, % at 11.9 µM | 0.27% of 330,000 active | AID 449728;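 active = inhibition above the campaign's mean inhibition across all tested compounds plus 3 SD, cut at about 9.9% in these data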;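 note: uninfected addAB+ strain grown without phage in ampicillin broth; 0% = DMSO wells and 100% = ciprofloxacin 0.95 µg/ml wells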
DAGLB inh: blocks human DAGLB lipase activity | AID 504411 | Q8NCG7 | HEK293T DAGLB membrane lysate, EnzChek fluorogenic substrate | 0.059% of 340,000 active | inhibition, % at 5.17 µM; in the data active = inhibition above about 34%;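 note: 0% = enzyme with vehicle and 100% = wells lacking enzyme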
Target sequence (Q8NCG7 whole entry, looked up): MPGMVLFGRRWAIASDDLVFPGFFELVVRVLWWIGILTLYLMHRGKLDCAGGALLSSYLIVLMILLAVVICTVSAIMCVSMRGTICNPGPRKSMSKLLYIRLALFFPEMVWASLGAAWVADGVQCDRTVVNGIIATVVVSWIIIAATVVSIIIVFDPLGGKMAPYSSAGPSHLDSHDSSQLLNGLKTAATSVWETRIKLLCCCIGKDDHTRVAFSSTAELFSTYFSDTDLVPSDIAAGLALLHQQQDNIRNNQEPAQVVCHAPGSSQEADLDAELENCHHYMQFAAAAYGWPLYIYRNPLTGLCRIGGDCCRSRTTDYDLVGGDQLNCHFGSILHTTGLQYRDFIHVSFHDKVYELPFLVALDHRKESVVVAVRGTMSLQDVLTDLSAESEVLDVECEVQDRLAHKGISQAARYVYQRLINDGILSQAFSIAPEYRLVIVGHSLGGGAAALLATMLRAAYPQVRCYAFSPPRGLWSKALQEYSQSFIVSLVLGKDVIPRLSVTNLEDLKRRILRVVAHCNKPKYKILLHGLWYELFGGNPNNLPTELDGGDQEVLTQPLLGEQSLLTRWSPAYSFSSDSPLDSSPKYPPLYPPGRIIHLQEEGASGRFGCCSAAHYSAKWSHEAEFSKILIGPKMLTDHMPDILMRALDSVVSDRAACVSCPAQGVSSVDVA
PKA-R2B act: PKA-R2B complex activation | P22694+P31323 | PKA-R2B holoenzyme dissociation, Cy5-IP20 fluorescence polarization; R2B truncated from residue 108, S112A mutant; 0% DMSO only, 100% 113 µM cGMP | activation, % at 11.4 µM | 0.079% of 340,000 active;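 active = activation above a cutoff set at the mean over all compounds plus 3 SD, cut at about 18% in these data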;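 note: higher means more holoenzyme dissociation and a rise in polarization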
Target sequence (P31323 whole entry, looked up, other chains not shown, the tested form may be a part): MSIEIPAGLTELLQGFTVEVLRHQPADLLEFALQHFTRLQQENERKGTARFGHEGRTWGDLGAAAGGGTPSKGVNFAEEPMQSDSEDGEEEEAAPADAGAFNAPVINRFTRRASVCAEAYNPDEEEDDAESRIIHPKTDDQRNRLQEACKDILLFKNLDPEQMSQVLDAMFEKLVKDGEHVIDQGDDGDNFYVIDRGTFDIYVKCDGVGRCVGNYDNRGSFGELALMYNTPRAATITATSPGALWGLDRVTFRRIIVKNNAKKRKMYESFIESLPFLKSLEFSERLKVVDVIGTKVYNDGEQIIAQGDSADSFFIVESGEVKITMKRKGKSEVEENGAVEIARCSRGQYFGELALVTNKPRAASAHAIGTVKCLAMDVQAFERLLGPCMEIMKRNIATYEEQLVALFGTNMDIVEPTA
Starred values were filed as active, the others as inactive.

What do the screens show for `Cc1ccc(-n2nnnc2SCC(=O)NCCC2=CCCCC2)c(C)c1`?
HTR5A inv ctr: 4; CDK5 inh: -1.5; AddAB inh: -0.8; phage Ecoli inh: 4.1; SUMO Mot1 rescue: 62; Tat export inh: 3; HTR5A ag: -2; PKA-R1A act: 1; Ecoli viability: 0.0; DAGLB inh: -10; PKA-R2B act: -6

Results for COc1ccccc1C(=O)NNC(=O)c1cccc(Br)c1 ?
HTR5A inv ctr: 2; CDK5 inh: 0.2; AddAB inh: -1.2; phage Ecoli inh: 2.8; SUMO Mot1 rescue: 4; Tat export inh: 1; HTR5A ag: -3; PKA-R1A act: -7; Ecoli viability: 1.3; DAGLB inh: 1; PKA-R2B act: -2

What do the screens show for `COc1cc(-c2noc(CCC(=O)NC3CCCCC3)n2)cc(OC)c1OC`?
HTR5A inv ctr: -2; CDK5 inh: -7.4; AddAB inh: 1.0; phage Ecoli inh: 3.6; SUMO Mot1 rescue: 4; Tat export inh: 10; HTR5A ag: 1; PKA-R1A act: -10; Ecoli viability: -1.4; DAGLB inh: 1; PKA-R2B act: 4

Results for Cc1c(C#N)c2ncn(CC#N)c(=O)c2n1-c1ccccc1 ?
HTR5A inv ctr: 17; CDK5 inh: -1.5; AddAB inh: 1.1; phage Ecoli inh: 2.6; SUMO Mot1 rescue: -2; Tat export inh: 2; HTR5A ag: -8; PKA-R1A act: 2; Ecoli viability: 0.2; DAGLB inh: -1; PKA-R2B act: -6

Results for Clc1ccccc1OCCN1CCCCC1 ?
HTR5A inv ctr: 17; CDK5 inh: -1.5; AddAB inh: -1.0; phage Ecoli inh: 0.1; SUMO Mot1 rescue: 4; Tat export inh: 0; HTR5A ag: -7; PKA-R1A act: -15; Ecoli viability: 0.6; DAGLB inh: 4; PKA-R2B act: 4

Results for Cc1ccn2c(=O)nc(SCC(=O)c3ccccc3)nc2c1 ?
HTR5A inv ctr: -8; CDK5 inh: -3.7; AddAB inh: 4.9; phage Ecoli inh: 4.0; SUMO Mot1 rescue: 10; Tat export inh: 2; HTR5A ag: -1; PKA-R1A act: -18; Ecoli viability: -0.7; DAGLB inh: 0; PKA-R2B act: -5

How did O=C(O)c1ccc(NCc2ccc3c(c2)OCO3)cc1 do in these assays?
HTR5A inv ctr: -33; CDK5 inh: -0.4; AddAB inh: 0.3; phage Ecoli inh: 1.5; SUMO Mot1 rescue: 9; Tat export inh: -1; HTR5A ag: 5; PKA-R1A act: 4; Ecoli viability: -0.6; DAGLB inh: -2; PKA-R2B act: -9

Results for COc1cc(OC)cc(C(=O)c2c(C)c(C#N)c3ccccn23)c1 ?
HTR5A inv ctr: -3; CDK5 inh: 1.9; phage Ecoli inh: 1.7; Tat export inh: -4; HTR5A ag: 1; PKA-R1A act: 1; DAGLB inh: -2; PKA-R2B act: 1

Results for CCCSc1nnc(N2C(=O)CC(c3ccsc3)C3=C2CCCC3=O)s1 (stereo not given) ?
HTR5A inv ctr: -6; CDK5 inh: 0.8; AddAB inh: 8.0; phage Ecoli inh: 1.1; SUMO Mot1 rescue: -8; Tat export inh: 21; HTR5A ag: 2; PKA-R1A act: 8; Ecoli viability: -0.2; DAGLB inh: -9; PKA-R2B act: -1

How did Nc1ccc2[nH]ncc2c1 do in these assays?
HTR5A inv ctr: 15; CDK5 inh: 3.3; AddAB inh: -3.0; phage Ecoli inh: 4.1; SUMO Mot1 rescue: -26; Tat export inh: 4; HTR5A ag: 5; PKA-R1A act: 3; Ecoli viability: -2.3; DAGLB inh: 0; PKA-R2B act: -4

Overlap with the part before: two entries, followed by the next part.
Results for CCCSc1nnc(N2C(=O)CC(c3ccsc3)C3=C2CCCC3=O)s1 (stereo not given) ?
HTR5A inv ctr: -6; CDK5 inh: 0.8; AddAB inh: 8.0; phage Ecoli inh: 1.1; SUMO Mot1 rescue: -8; Tat export inh: 21; HTR5A ag: 2; PKA-R1A act: 8; Ecoli viability: -0.2; DAGLB inh: -9; PKA-R2B act: -1

How did Nc1ccc2[nH]ncc2c1 do in these assays?
HTR5A inv ctr: 15; CDK5 inh: 3.3; AddAB inh: -3.0; phage Ecoli inh: 4.1; SUMO Mot1 rescue: -26; Tat export inh: 4; HTR5A ag: 5; PKA-R1A act: 3; Ecoli viability: -2.3; DAGLB inh: 0; PKA-R2B act: -4

How did Cc1ccc(S(=O)(=O)N2CCN(C(C(=O)Nc3ccc(F)cc3)c3ccccc3)CC2)cc1 (stereo not given) do in these assays?
HTR5A inv ctr: -3; CDK5 inh: 2.5; AddAB inh: -1.1; phage Ecoli inh: 4.7; SUMO Mot1 rescue: 3; Tat export inh: -7; HTR5A ag: 1; PKA-R1A act: -17; Ecoli viability: -1.7; DAGLB inh: -7; PKA-R2B act: -6

Results for CCn1ncc(C2=NOC(C(=O)NCc3ccccc3)C2)c1C (stereo not given) ?
HTR5A inv ctr: 16; CDK5 inh: 1.0; AddAB inh: 1.3; phage Ecoli inh: 2.4; SUMO Mot1 rescue: 2; Tat export inh: -6; HTR5A ag: -2; PKA-R1A act: -4; Ecoli viability: -0.8; DAGLB inh: 0; PKA-R2B act: -2

How did C=CCSc1cc(C)nc2c(-c3ccccc3)cnn12 do in these assays?
HTR5A inv ctr: 10; CDK5 inh: 0.3; AddAB inh: -0.9; phage Ecoli inh: -9.8; SUMO Mot1 rescue: -16; Tat export inh: -10; HTR5A ag: 1; PKA-R1A act: 1; Ecoli viability: -5.0; DAGLB inh: -7; PKA-R2B act: 5

What do the screens show for `COc1ccc(OC)c(C2C(C#N)=C(N)Oc3c2c(C)nn3-c2ccc(C)cc2)c1` (stereo not given)?
HTR5A inv ctr: -6; CDK5 inh: 1.0; AddAB inh: 1.8; phage Ecoli inh: 2.0; SUMO Mot1 rescue: 3; Tat export inh: -4; HTR5A ag: -2; PKA-R1A act: -1; Ecoli viability: -2.8; DAGLB inh: 0; PKA-R2B act: -3

Results for CCCCc1ccc(NC(=S)N2CCN(C)CC2)cc1 ?
HTR5A inv ctr: 1; CDK5 inh: -2.2; AddAB inh: 0.6; phage Ecoli inh: 3.8; SUMO Mot1 rescue: 1; Tat export inh: -5; HTR5A ag: 0; PKA-R1A act: -3; Ecoli viability: 1.4; DAGLB inh: 0; PKA-R2B act: -6

Results for Cc1cccc(C(=O)OC(C)CN2C(C)CCCC2C)c1 (stereo not given) ?
HTR5A inv ctr: -13; CDK5 inh: -1.0; AddAB inh: 0.7; phage Ecoli inh: 2.1; SUMO Mot1 rescue: 18; Tat export inh: -7; HTR5A ag: 3; PKA-R1A act: 2; Ecoli viability: 0.2; DAGLB inh: -2; PKA-R2B act: 3

What do the screens show for `O=C(CCSc1nnc(-c2ccco2)o1)Nc1ccc(F)cc1`?
HTR5A inv ctr: -32; CDK5 inh: -0.3; AddAB inh: -1.1; phage Ecoli inh: -1.6; SUMO Mot1 rescue: 0; Tat export inh: -9; HTR5A ag: 1; PKA-R1A act: -11; Ecoli viability: -2.0; DAGLB inh: 2; PKA-R2B act: 3

How did Cc1cc(OCC(=O)OC(C)C(=O)Nc2ccc(N3CCOCC3)cc2)ccc1Cl (stereo not given) do in these assays?
HTR5A inv ctr: -31; CDK5 inh: 0.2; AddAB inh: -0.1; phage Ecoli inh: 3.1; SUMO Mot1 rescue: -1; Tat export inh: -5; HTR5A ag: 13; PKA-R1A act: -5; Ecoli viability: -4.4; DAGLB inh: 2; PKA-R2B act: -3

Results for CNc1oc(-c2ccccc2)nc1S(=O)(=O)c1ccc(C)cc1 ?
HTR5A inv ctr: -13; CDK5 inh: -0.3; AddAB inh: 1.6; phage Ecoli inh: -2.1; SUMO Mot1 rescue: 12; Tat export inh: 7; HTR5A ag: 5; PKA-R1A act: 8; Ecoli viability: 1.6; DAGLB inh: 0; PKA-R2B act: 4

How did CC(NC(=O)CSc1nnc(-c2cccc(S(=O)(=O)N3CCCCC3)c2)o1)C12CC3CC(CC(C3)C1)C2 (stereo not given) do in these assays?
HTR5A inv ctr: -41; CDK5 inh: 0.6; AddAB inh: -2.7; phage Ecoli inh: 3.6; SUMO Mot1 rescue: -23; Tat export inh: -1; HTR5A ag: -1; PKA-R1A act: -5; Ecoli viability: -1.5; DAGLB inh: 0; PKA-R2B act: -5

What do the screens show for `CCN(CC)CCNC(=O)c1cc(Br)c(N)cc1OC`?
HTR5A inv ctr: -12; CDK5 inh: 0.6; AddAB inh: 1.3; phage Ecoli inh: 3.2; SUMO Mot1 rescue: 13; Tat export inh: -9; HTR5A ag: 10; PKA-R1A act: -11; Ecoli viability: -0.2; DAGLB inh: 0; PKA-R2B act: -1

What do the screens show for `CCOc1ccc(S(=O)(=O)N(C)CC(=O)NCCN2CCOCC2)cc1`?
HTR5A inv ctr: 5; CDK5 inh: 0.2; AddAB inh: 3.7; phage Ecoli inh: 2.7; SUMO Mot1 rescue: 2; Tat export inh: -6; HTR5A ag: -2; PKA-R1A act: -2; Ecoli viability: 1.4; DAGLB inh: 1; PKA-R2B act: -2

How did Cc1ccc(-n2c(C)cc(C(=O)CSc3nnnn3C)c2C)cc1 do in these assays?
HTR5A inv ctr: 0; CDK5 inh: -3.8; AddAB inh: -0.1; phage Ecoli inh: 2.9; SUMO Mot1 rescue: -8; Tat export inh: -4; HTR5A ag: 0; PKA-R1A act: -1; Ecoli viability: -0.1; DAGLB inh: -3; PKA-R2B act: -14

Results for O=S(=O)(c1cccs1)N1CCN(c2ncccn2)CC1 ?
HTR5A inv ctr: 0; CDK5 inh: 0.0; AddAB inh: -1.9; phage Ecoli inh: 2.0; SUMO Mot1 rescue: active; Tat export inh: 0; HTR5A ag: 3; PKA-R1A act: -4; Ecoli viability: -0.6; DAGLB inh: 1; PKA-R2B act: -4

Results for Cc1ccccc1OCC(=O)NC(=S)Nc1ccc2c3c(cccc13)CC2 ?
HTR5A inv ctr: -5; CDK5 inh: -0.1; AddAB inh: 0.8; phage Ecoli inh: 3.8; SUMO Mot1 rescue: 3; Tat export inh: -5; HTR5A ag: -2; PKA-R1A act: -6; Ecoli viability: 1.5; DAGLB inh: -2; PKA-R2B act: -7

Results for O=C(CCNC(=O)c1ccc(Cl)cc1)Nc1ccccc1Cl ?
HTR5A inv ctr: 3; CDK5 inh: -1.3; AddAB inh: -2.6; phage Ecoli inh: 1.7; SUMO Mot1 rescue: 12; Tat export inh: 6; HTR5A ag: -1; PKA-R1A act: 0; Ecoli viability: -1.7; DAGLB inh: 0; PKA-R2B act: -1

What do the screens show for `CN(C)CCCNS(=O)(=O)c1ccc(Cl)s1`?
HTR5A inv ctr: -9; CDK5 inh: -1.8; AddAB inh: -0.1; phage Ecoli inh: 2.9; SUMO Mot1 rescue: -1; Tat export inh: 3; HTR5A ag: 4; PKA-R1A act: 4; Ecoli viability: 1.7; DAGLB inh: 0; PKA-R2B act: -3

What do the screens show for `O=c1c(-c2ccc3c(c2)OCCO3)coc2c(CN3CCOCC3)c(O)ccc12`?
HTR5A inv ctr: 13; CDK5 inh: 0.2; AddAB inh: 0.6; phage Ecoli inh: -1.1; SUMO Mot1 rescue: -4; Tat export inh: -16; HTR5A ag: 1; PKA-R1A act: 3; Ecoli viability: 1.9; DAGLB inh: -3; PKA-R2B act: 12
